GPR35 antagonists – inhibition of zaprinast-stimulated GPR35 beta-arrestin translocation – imaging, U2OS, beta-arrestin-GFP, zaprinast agonist, primary screen (AID 2058) | one-dose inhibition, % at 10 µM; IC50 in µM for titrated hits | U2OS GPR35 beta-arrestin-GFP translocation imaging, zaprinast antagonism; higher % means a stronger effect | 0.052% of 290,000 active;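 active = inhibition of at least 50% with at least 30 cells and total cytoplasm GFP at most 10,000,000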
AID2073 – inhibitors of Mint1-CaV2.2 protein interaction, biochemical, HTRF (AID 2073) | inhibition, % at 20 µM, or IC50 in µM where a hit was titrated | HTRF protein-protein interaction, Mint1-CaV2.2; higher % means a stronger effect | 0.19% of 290,000 active; in the data active = inhibition mostly above about 51%, no sharp cut-off; also: some results filed as inactive read as strong as hits
NTR1 agonist – NTR1-driven beta-arrestin-GFP spot formation – imaging, U2OS cells, high content, primary screen (AID 493036); P30989; agonist mode; activation, % at 20 µM; 0.17% of 330,000 active;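 active = activation at or above 40% of the spot to cytoplasm intensity ratio, with at least 20 cells analyzed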;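 also: 0% = DMSO without peptide and 100% = 100 nM NTR1 peptide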
Target sequence (P30989 whole entry, looked up): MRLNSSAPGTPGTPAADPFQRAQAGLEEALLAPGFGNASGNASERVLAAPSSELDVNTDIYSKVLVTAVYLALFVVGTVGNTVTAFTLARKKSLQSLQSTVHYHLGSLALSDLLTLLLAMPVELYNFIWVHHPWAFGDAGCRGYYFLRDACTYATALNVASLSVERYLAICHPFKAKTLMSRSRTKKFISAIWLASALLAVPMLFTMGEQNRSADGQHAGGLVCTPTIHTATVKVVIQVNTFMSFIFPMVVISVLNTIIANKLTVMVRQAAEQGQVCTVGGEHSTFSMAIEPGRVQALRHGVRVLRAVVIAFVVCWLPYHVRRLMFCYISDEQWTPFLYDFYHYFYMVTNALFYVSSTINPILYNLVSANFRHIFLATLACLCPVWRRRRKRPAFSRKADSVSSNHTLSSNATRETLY
GPR55 beta-arrestin – GPR55 agonists via beta-arrestin recruitment, primary screen, imaging, U2OS cells, beta-arrestin-GFP redistribution (AID 1961). U2OS GPR55 beta-arrestin-GFP redistribution imaging; higher % means a stronger effect. one-dose activation, % at 10 µM; EC50 in µM for titrated hits. 0.048% of 290,000 active;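 active = activation above 40% with more than 50 cells counted in the well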;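 also: U2OS osteosarcoma cells stably expressing GPR55 and beta-arrestin-GFP; plate controls were DMSO negative control for no effect and LPI positive control for full effect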
GPR55 antagonists – inhibition of LPI-stimulated GPR55 beta-arrestin translocation – imaging, U2OS, beta-arrestin-GFP, LPI agonist, primary screen (AID 2013) | U2OS GPR55 beta-arrestin-GFP translocation imaging, LPI antagonism; higher % means a stronger effect | 0.13% of 290,000 active | inhibition, % at 10 µM; hits with a dose series show IC50 in µM;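 active = spots per cell inhibited over 60%, with over 100 cells counted and total cytoplasm intensity under 500,000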;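 also: U2OS cells stably carrying GPR55 and arrestin-GFP stimulated by 5 µM LPI near EC80; imaged beta-arrestin-GFP aggregate spots per cell after agonist stimulation; plate controls were LPI-stimulated DMSO wells for no effect and DMSO wells without LPI for full effect; some results filed as inactive read as strong as hits; confirmed hits need IC50 under 10 µM and bright autofluorescent wells are also inconclusive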
Yfh1-off respiration – mitochondrial function rescue without frataxin homolog – Friedreich's ataxia, plus single-dose screen, dose response (AID 1465) | S. cerevisiae Yfh1-off respiration, WST-1 reduction, 72 h; higher fold induction means a stronger effect | fold induction at 50 µM; hits with a dose series show EC50 in µM | 0.074% of 220,000 active;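 active = fold induction of absorbance versus untreated yeast above a set limit, then at least 30% activation at any dose in follow-up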;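 also: activators that raise dye reduction in frataxin-depleted yeast; strong numbers were not always called active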
Rac1 GTP hydrolysis – MgcRacGAP GTPase-activating activity inhibitors, confirmation, biochemical, ADP Hunter fluorescence. 0.6% of 340,000 active. MgcRacGAP-stimulated Rac1 GTP hydrolysis, ADP Hunter fluorescence; higher % means a stronger effect; GST-tagged Rac1 F28L mutant substrate. AID 624330. inhibition, % at 30 µM, or IC50 in µM where a hit was titrated;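 active = first-screen hits whose inhibition reached a set limit at any dose in the follow-up dose series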;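 also: fluorescence reports GDP produced by GAP-driven GTP hydrolysis; strong numbers were not always called active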
Dengue-2 NS5 capping – flavivirus cap methylation enzyme inhibition – biochemical, confirmation dose response, primary screen (AID 588689); 0.3% of 340,000 active; inhibition, % at 25 µM, or IC50 in µM where a hit was titrated; Dengue-2 NS5 methyltransferase capping enzyme assay, biochemical; higher % means a stronger effect; in the data active = a potency from the dose series
SV40 large T antigen – TAg ATPase/helicase activity blockers – biochemical (AID 1903); SV40 large T antigen ATPase/helicase inhibition assay; higher % means a stronger effect; inhibition, % at 20 µM; hits with a dose series show IC50 in µM; 0.39% of 310,000 active; in the data active = a potency from the dose series; also: strong numbers were not always called active
NTR1 agonist cell count 20 µM – recorded beside NTR1 agonist, whose call it bears; cell count; measured here: cell count, cytotoxicity flag
Dengue-2 NS5 capping pilot replicate – second read-out of Dengue-2 NS5 capping, no call of its own (marks repeat the call); inhibition, %; measured here: pilot screen replicate inhibition
* marks the source's active call; other numbers are inactive results; i = inactive; . = no result given. An unsorted share of the library (roughly 1.7% active in at least one column).

The opening 2 compounds as a preview:
SMILES	GPR35 antagonists	AID2073	NTR1 agonist	NTR1 agonist cell count 20 µM	GPR55 beta-arrestin	GPR55 antagonists	Yfh1-off respiration	Rac1 GTP hydrolysis	Dengue-2 NS5 capping	SV40 large T antigen	others
O=C(CSc1nc(-c2ccco2)cc(C(F)(F)F)n1)NCCc1ccccc1	-1%	3%	0.8	48	0.2%	14%	i	10%	8%	2%
COc1ccccc1/C=C\C(=O)NCC(=O)N/N=C/c1cccc(OC)c1O	10%	12%	-1.5	13	0.2%	9%	.	14%	2%	11%

The list itself, from the first entry:
SMILES	GPR35 antagonists	AID2073	NTR1 agonist	NTR1 agonist cell count 20 µM	GPR55 beta-arrestin	GPR55 antagonists	Yfh1-off respiration	Rac1 GTP hydrolysis	Dengue-2 NS5 capping	SV40 large T antigen	others
O=C(CSc1nc(-c2ccco2)cc(C(F)(F)F)n1)NCCc1ccccc1	-1%	3%	0.8	48	0.2%	14%	i	10%	8%	2%
COc1ccccc1/C=C\C(=O)NCC(=O)N/N=C/c1cccc(OC)c1O	10%	12%	-1.5	13	0.2%	9%	.	14%	2%	11%
CCOC(=O)C1CCCN(C(=O)CN2C(=O)/C(=C/c3ccc(OC)cc3)Oc3ccccc32)C1 (stereo not drawn)	-17%	29%	6.4	58	0.3%	5%	i	3%	-3%	17%
COC(=O)CNC(=O)/C=C/c1ccc(OC)cc1	0%	-5%	-4.3	.	0.2%	11%	i	12%	-7%	6%
CCOC(=O)c1ccc2[nH]c3c(c2c1)CN(C)CC3	-9%	-1%	-1.3	52	-0.3%	0%	i	10%	-4%	7%
CCC(C)C(=O)Nc1cc(C(=O)OC)ccc1C(=O)OC (stereo not drawn)	5%	-1%	2.6	64	0.1%	3%	i	12%	-2%	-1%
CCC1CCCCN1CCNC(=O)c1[nH]c(C)c(C(C)=O)c1C (stereo not drawn)	-12%	3%	-1.9	59	0.2%	17%	i	7%	-6%	5%
CCOc1ncccc1C(=O)Nc1ccc2c(c1)OCO2	7%	-1%	0.1	75	1.1%	11%	i	4%	-5%	7%
CC(=O)c1ccc(Nc2cc(C)nc3nc(C)nn23)cc1	3%	0%	3.1	53	-0.2%	-2%	.	5%	1%	5%
COc1cccc(CCC(=O)N(C)C2CCCN(Cc3ccccc3F)C2)c1 (stereo not drawn)	-5%	8%	1.3	64	0.1%	-2%	.	9%	-5%	6%	Dengue-2 NS5 capping pilot replicate=-0.3
COc1ccc(OC)c(CN2CCN(C(=O)CCNC(=O)c3ccc(Br)cc3)CC2)c1	.	.	0.1	55	.	.	.	-2%	-4%	9%
COc1ccc(/C=N/NC(=O)c2cccnc2)cc1O	-7%	8%	-1.7	52	-0.3%	2%	.	28%	.	24%
Cc1cc(Cl)c2oc(C(=O)NC3CCC(O)CC3)c(C)c2c1 (stereo not drawn)	9%	4%	2.4	55	-0.1%	-3%	.	14%	6%	3%
CN(C)/C(=N\S(=O)(=O)c1ccc(Br)cc1)c1ccccc1	-18%	25%	-0.5	73	-0.1%	6%	.	-20%	2%	25%
Cc1ccc(N(Cc2cc(=O)[nH]c3ccccc23)C(=O)C(C)C)c(C)c1	0%	6%	1.1	89	0.0%	1%	.	.	-3%	3%
COCC(=O)Nc1nc(-c2ccc(C)cc2)c(C)s1	4%	11%	0.7	36	-0.1%	-8%	i	10%	6%	10%
CCCNC(=O)Cn1c(-c2ccc(F)cc2)cc(C(=O)OCC)c1C	6%	-8%	2.3	73	-0.3%	4%	i	5%	0%	-8%
COc1ccc(S(=O)(=O)Nc2ccc3c(c2)OCO3)cc1	-16%	-28%	3.2	41	-0.1%	-1%	i	15%	-1%	27%
O=C(c1cc2c(s1)-c1ccccc1S(=O)(=O)C2)N1CCCC1	5%	-5%	0.9	67	0.6%	-8%	i	13%	-1%	9%
CSc1ccccc1C(=O)NC(C)c1ccc(-n2ccnc2)cc1 (stereo not drawn)	3%	2%	-0.1	57	0.4%	-21%	.	13%	0%	6%
COc1ccccc1-c1cc(-c2ccccc2)nc(SC(C(N)=O)c2ccccc2)c1C#N (stereo not drawn)	5%	21%	3.7	92	0.0%	2%	i	4%	4%	-5%
CN(C)CCN(Cc1cccs1)c1ccccn1	15%	2%	-0.1	38	-0.1%	7%	i	7%	-4%	15%
C=Cn1cc[n+](CC(=O)c2cccs2)c1	11%	11%	-0.3	54	-0.3%	2%	.	7%	2%	8%
Nn1c(-c2cccc(Br)c2)n[nH]c1=S	6%	15%	1.3	40	0.1%	6%	i	30%	-10%	6%
COc1ccc(CNC(=O)C2CCCN2CCc2ccccc2)cc1OC (stereo not drawn)	-18%	7%	0.8	32	0.4%	0%	i	-6%	1%	12%
O=C(c1cccnc1)N1CCN(S(=O)(=O)c2ccc(S(=O)(=O)N3CCCC3)cc2)CC1	-1%	5%	0.8	51	-0.1%	-21%	i	2%	1%	0%
O=[N+]([O-])c1cc(Cl)ccc1NCCc1ccccn1	17%	2%	-0.1	56	0.5%	0%	.	6%	-9%	-2%
CC1CCCCN1S(=O)(=O)c1ccc(C(=O)Nc2nnc(-c3cccs3)o2)cc1 (stereo not drawn)	2%	0%	-3.5	103	-0.1%	13%	i	11%	3%	8%
CCN(CC)CCOC(=O)c1ccccc1Br	1%	11%	-0.1	55	0.5%	-4%	i	0%	12%	20%
Cc1ccnc(N2CCC(C(=O)NC3CCCCCC3)CC2)n1	17%	-5%	-2.4	87	-0.3%	-6%	i	6%	1%	0%	Dengue-2 NS5 capping pilot replicate=-0.2
COc1ccc(-c2cc(C(F)(F)F)nc(S(=O)(=O)CCCC(=O)Nc3cc(C)on3)n2)cc1OC	8%	-8%	.	.	2.3%	14%	i	-8%	-34%	6%
Cc1cccc(Cn2c(SCCN3CCOCC3)nc3c2c(=O)n(C)c(=O)n3C)c1	-9%	4%	1.3	62	0.3%	15%	i	2%	1%	4%
CC(C)Cc1csc(NC(=O)c2ccc(Br)cc2)c1C(=O)O	3%	10%	0.6	51	-0.1%	7%	i	9%	-4%	21%
Oc1ccc(Cl)cc1CNc1cnc2ccccc2c1	-2%	2%	10	62	1.2%	14%	.	-4%	-22%	6%
O=C(COC(=O)c1ccccc1F)NC1CCCC1	0%	5%	0.0	92	-0.1%	7%	.	.	-3%	6%
O=C(c1ccc(Cl)c([N+](=O)[O-])c1)N(c1ccccn1)c1ccccn1	-5%	-2%	1.9	48	-0.1%	-2%	i	6%	1%	12%
O=c1cc(N2CCCCC2)c(-c2ccccc2)nn1Cc1cccc(F)c1	-6%	1%	2.6	80	0.2%	14%	i	4%	4%	4%
CC(=O)Nc1ccccc1C(=O)C(=O)Nc1cccc(C(=O)NCc2ccccc2)c1	-14%	-3%	-0.6	56	0.7%	10%	i	9%	1%	8%
O=C1CC(c2ccsc2)c2cc3c(cc2N1)OCCO3 (stereo not drawn)	-3%	-1%	2.6	63	-0.1%	11%	i	3%	-3%	-1%
O=C1CN(S(=O)(=O)c2cccc(C(=O)O)c2)c2ccccc2N1	8%	8%	1.0	44	-0.2%	-2%	.	6%	1%	-2%
CCCCC(CCCCl)C(=O)Nc1ccccc1 (stereo not drawn)	8%	1%	0.5	82	0.0%	-4%	i	14%	-6%	0%
CCN(CC)c1ccc(/C=N/NC(=O)c2c[nH]c3ccccc23)cc1	-4%	13%	3.5	48	0.5%	-1%	i	31%	4%	13%
COc1ccc(C(=O)NC(C)(C)C)cc1S(=O)(=O)N1CCCC1	9%	-3%	2.9	58	-0.1%	9%	i	3%	1%	9%	Dengue-2 NS5 capping pilot replicate=3.3
O=C1C(Cl)=C(N2CCCCCC2)C(=O)N1c1ccccc1	13%	25%	0.0	69	0.4%	8%	i	5%	-1%	20%
COc1ccc(Cl)cc1-n1c(=S)sc2c(=O)n(-c3ccc(F)cc3)c(SCC(=O)O)nc21	-1%	23%	-2.1	83	0.0%	8%	.	14%	-1%	15%
CNC(=O)C12CC3CC(CC(Cl)(C3)C1)C2	-6%	2%	5.5	65	0.0%	7%	i	8%	4%	11%
O=C(c1ccccc1)C(C(=O)N1CCc2ccccc2C1)n1ccccc1=O (stereo not drawn)	-11%	33%	-1.3	67	0.2%	1%	i	5%	-4%	11%
CSCCC(N=C(NS(=O)(=O)c1ccc(Br)cc1)c1ccccc1)C(=O)O (stereo not drawn)	-11%	4%	-0.6	53	0.0%	7%	i	3%	1%	6%
Cc1ccc(S(=O)(=O)N2CCCN(C(=O)c3cc4ccccc4[nH]3)CC2)cc1	3%	9%	-0.9	50	-0.2%	10%	.	9%	-2%	-5%
Cc1cc(/C(N)=N/OC(=O)c2cccc(Cl)c2)no1	-8%	-19%	0.1	63	-0.2%	13%	i	.	.	8%
COc1ccc(N2CCN(C(=O)NC34CC5CC(CC(C5)C3)C4)CC2)cc1	4%	10%	-0.5	82	-0.1%	-6%	i	26%	-15%	35%
O=C1C(=O)N(CCCn2ccnc2)C(c2cccnc2)/C1=C(/O)c1ccc(F)cc1 (stereo not drawn)	0%	9%	4.1	92	-0.1%	7%	i	2%	-4%	.	Dengue-2 NS5 capping pilot replicate=-2.9
CCOC(=O)c1ccc(CNC(=O)C2CCCCC2C(=O)OCC(F)(F)F)o1 (stereo not drawn)	16%	2%	0.9	52	0.0%	-6%	i	6%	2%	-7%
CCOc1ccc(N2C(=O)C3C(c4ccccc4F)NN(C(=O)c4ccc(C)cc4)C3C2=O)cc1 (stereo not drawn)	-5%	0%	-1.1	48	0.2%	16%	.	-4%	4%	9%
CC(C)(C)c1nc(NCCN2CCOCC2)c2nnn(Cc3ccccc3Cl)c2n1	-5%	5%	14	68	-0.1%	-13%	i	11%	-4%	8%
Cn1cccc1/C=N/N1CCN(Cc2ccccc2)CC1	6%	-32%	-0.1	40	0.1%	8%	i	23%	3%	18µM*
c1ccc(SCCOCCN2CCOCC2)cc1	1%	11%	-0.4	53	-0.1%	-3%	.	2%	-6%	7%
COc1ccc(OCC(=O)Nc2ccc3c(c2)nc2n3CCSC2)cc1	1%	-2%	-0.5	110	0.6%	4%	i	9%	7%	-1%
Cc1[nH]n(-c2ccc(Cl)c(Cl)c2)c(=O)c1CCO	-2%	4%	1.0	90	-0.2%	-8%	i	-2%	-2%	14%
O=C(NCc1ccccc1)c1nc(S(=O)(=O)Cc2ccccc2)ncc1Cl	34%	-12%	11	44	1.0%	14%	.	5%	-77%	9%
CCOc1ccc(NC(=S)NC(=O)c2cncc(Br)c2)cc1	.	.	2.5	47	.	.	.	3%	2%	4%
C/C(=N\NC(=O)CN(c1ccccc1)S(=O)(=O)c1ccccc1[N+](=O)[O-])C(C)(C)C	8%	-1%	1.8	59	-0.3%	19%	i	-10%	3%	-7%

Compound activity: PubChem, several laboratories
